# Peg3 promoter: Peg3 promoter-driven luciferase inhibitors, primary screen, cell-based, HeLa, luciferase luminescence; actives 1.7% (n = 360,000); inhibition, % at 20 µM; AID 588405, 2011; HeLa PEG-Prom luciferase reporter, overnight;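 active = inhibition of at least 50% at 20 µM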
# CF NFkB block: inhibitors of PAF-induced NF-kB signaling, primary screen, cell-based, GFP fluorescence, uHTS | KKLEB NF-kB-GFP reporter, GFP fluorescence overnight | inhibition, % at 5 µM | actives 0.86% (n = 360,000) | AID 588850, 2011;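 active = at least 50% inhibition at 5 µM, scaled per plate between neutral and stimulator controls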;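 also: PAF is a Pseudomonas aeruginosa culture filtrate used as stimulus; plate controls were PAF-stimulated DMSO wells for no effect and unstimulated DMSO wells for full effect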
# TWEAK-Fn14 inh: inhibitors of TWEAK-Fn14 signaling, primary screen, luciferase reporter cells, uHTS | TWEAK-stimulated Fn14 reporter cells, luciferase luminescence, 8 h | inhibition, % at 10 µM | actives 2% (n = 360,000); in the data active = inhibition above about 50%
# MITF TRPM1 inh: inhibitors of MITF-dependent TRPM1 promoter reporter, primary screen, cell-based, SK-MEL-5, single point, luciferase | SK-MEL-5 TRPM1 promoter luciferase, 24 h | inhibition, % at 12.5 µM | actives 0.83% (n = 330,000) | AID 488899, 2010;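 active = mean inhibition across replicates of 60% or more, whatever share of single replicates reaches that level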; also: values of inactives mirror those of a sister screen read the other way
# HIF-2a block: HIF-2a reporter inhibitors, primary screen, luminescence, 786-0 RCC cells | actives 0.72% (n = 360,000) | 786-0 RCC cells HIF-2a reporter, luciferase luminescence, overnight | inhibition, % at 18.8 µM;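 active = inhibition of the luminescence signal of 40% or more relative to plate controls, in a single-dose primary screen at 18.75 µM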
# NR2E3 ag-1: NR2E3 agonists in two-hybrid cells, primary screen, cell-based, luminescence, CHO-S, Gal4-NCOR/VP16-NR2E3; Photoreceptor-specific nuclear receptor (Homo sapiens), Q9Y5X4; luciferase; inhibition of corepressor binding, % at 3.98 µM; actives 0.35% (n = 360,000); AID 602229, 2012;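 active = inhibition above the mean of all tested compounds plus 3 SD, cut at about 70% in these data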;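 also: 0% = DMSO with NR2E3 transfected cells and 100% = cells lacking NR2E3 construct; higher means lower luciferase signal from less NR2E3 corepressor binding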
# Target sequence (Q9Y5X4 whole entry, looked up, the tested form may be a part): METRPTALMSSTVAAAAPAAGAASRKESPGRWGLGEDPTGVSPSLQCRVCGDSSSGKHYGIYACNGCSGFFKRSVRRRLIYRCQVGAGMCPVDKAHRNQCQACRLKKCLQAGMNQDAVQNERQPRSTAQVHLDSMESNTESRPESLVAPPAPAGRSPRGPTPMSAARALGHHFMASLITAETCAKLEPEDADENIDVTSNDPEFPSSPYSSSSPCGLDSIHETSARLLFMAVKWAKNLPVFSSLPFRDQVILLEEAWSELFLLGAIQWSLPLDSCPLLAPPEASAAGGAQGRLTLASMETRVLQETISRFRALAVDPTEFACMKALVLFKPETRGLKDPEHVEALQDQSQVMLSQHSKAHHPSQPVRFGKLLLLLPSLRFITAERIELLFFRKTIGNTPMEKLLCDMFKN
# Shn3 3UTR inh: reduction of Shn3 3'UTR firefly luciferase signal, primary screen, Schnurri-3 inhibitor project, cell-based, Clone20 osteoblasts, set 2; inhibition, % at 12.5 µM; Clone20 osteoblast Shn3 3'UTR firefly luciferase, 24 h; actives 0.52% (n = 360,000);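 active = mean inhibition of at least 75% with every replicate also reaching 75%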;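 also: 0% = median of neutral control wells and 100% = pilot-screen positive control compound; some compounds past the cut are filed as inactive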
# KKLEB cytotox: cytotoxicity in KKLEB CF airway cells, primary screen, cytotoxicity control for CF NF-kB inhibitor project, cell-based, uHTS, fluorescence assay plates | activity change (cytotoxicity), % at 5 µM | KKLEB CF airway cells viability, ATPlite luminescence, overnight; hits give low values; cells stimulated with P. aeruginosa culture filtrate | actives 0.36% (n = 360,000);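 active = corrected activity change at or below -50% at 5 µM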
# aDG glyco act: activators of alpha-DG glycosylation, primary screen, uHTS, Pro5-aDG cells, AlphaScreen. alpha-DG glycosylation AlphaScreen (IIH6); 0% Pro5, 100% B10-LARGE cell signal. actives 0.22% (n = 360,000). activation, % at 10 µM;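 active = activation of at least 8% versus controls, or a plate z-score of at least 8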;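 also: Pro5 are CHO cells carrying HIG-tagged alpha-DG that lacks glycosylation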
# iPSC survival up: enhancers of single-cell hiPSC survival, primary screen, ATPlite luminescence | 100% = ROCK inhibitor wells, 0% = DMSO | survival enhancement, % at 20 µM | actives 0.044% (n = 360,000); in the data active = survival enhancement above about 18%;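 also: cells exposed to compounds for 16 hours before the ATP read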
# NR2E3 ag-2: inhibitors of NR2E3-RetCOR corepressor binding, primary screen, NR2E3 agonist project, biochemical, TR-FRET, GST-NR2E3, biotin-RetCOR | AID 2300, 2010 | 1536-well | actives 0.12% (n = 320,000) | Photoreceptor-specific nuclear receptor (Homo sapiens), Q9Y5X4 | inhibition of corepressor binding, % at 4.78 µM;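 active = percent inhibition above the cutoff of mean plus 3 SD of all tested compounds, set per screening campaign, cut at about 20% in these data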;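 also: 0% = DMSO wells and 100% = biotin wells as full block of FRET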
#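 Material: NR2E3–RetCOR corepressor complex / Incubation: Compound–protein incubation for 5 h at 4 °C / Dosing: compound at 4.8 µM, single dose / Detection: time-resolved FRET / Benchmarks: high control biotin, low control 0.6% DMSO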
# Starred values were filed as active, the others as inactive; . = no result given.
SMILES,Peg3 promoter,CF NFkB block,TWEAK-Fn14 inh,MITF TRPM1 inh,HIF-2a block,NR2E3 ag-1,Shn3 3UTR inh,KKLEB cytotox,aDG glyco act,iPSC survival up,NR2E3 ag-2
CC(NCc1cc(Br)ccc1OCC(N)=O)C12CC3CC(CC(C3)C1)C2 (stereo not drawn),5,7,-1,10,-1,21,3,-12,0.6,-0.7,0
CCS(=O)(=O)N1CCC(C(=O)Nc2ccc3c(c2)CCC3)CC1,-55,-13,20,-13,-85,-25,-21,2,-0.4,-0.4,0
CCOc1ccc(N(Cc2cc3ccc(C)cc3[nH]c2=O)C(=O)COC)cc1,9,4,9,4,12,-18,-6,6,0.1,2.7,0
O=C(Oc1ccccc1)N1CCCC1,0,-15,17,1,11,8,9,4,-0.1,-0.4,2
CCOC(=O)C1=NN(c2ccccc2)C2=NC(C)=C(C(=O)OC)C(c3cccs3)N12 (stereo not drawn),-3,22,13,-6,13,14,-17,-10,0.1,3.0,-1
Cc1ccnc(Nc2nc(-c3ccc(O)c(O)c3)cs2)c1,-158,6,27,-23,-161,-65,66,17,-0.3,-0.8,-1
COC(=O)C1=C(C)NC(=S)NC1c1sccc1C (stereo not drawn),21,9,16,13,5,-10,67,-2,-0.2,1.9,0
Cc1nn(CC(=O)NCc2cccnc2)c(C)c1[N+](=O)[O-],-3,8,-6,2,21,9,-6,-2,0.0,0.2,-1
CCCCc1nc(NCCO)c(C#N)c2c1CCCC2,4,22,35,10,28,-42,11,-3,0.2,1.5,6
Cc1ccc(SCC(=O)Nc2oc(C)c3c(C)n[nH]c(=O)c23)cc1C,-13,-16,-17,3,5,-13,-13,8,-0.3,0.0,1
CC(=O)Nc1ccc(NC(=O)CSc2ccc(C)cc2)cc1,4,-12,-10,-3,-30,-37,2,6,0.0,-0.4,1
Cc1cc(=O)[nH]c(NN=Cc2cc(Br)ccc2O)n1,4,-13,13,31,-45,-12,74,-3,2.3,-0.3,.
O=C(Nc1ccc(Cl)cc1)c1ccc2sc([C@@H]3O[C@H](CO)[C@@H](O)[C@H]3O)nc2c1,-254,-19,4,.,-221,-31,-61,-4,-0.3,-1.3,.
O=C(Nc1ccccc1Cl)c1cnccn1,-38,8,-1,-11,-70,9,-42,-33,-0.1,1.2,6
O=C(O)c1ccc(S(=O)(=O)N2CCCC2)cc1,9,-6,8,5,18,-21,11,-14,0.0,-0.5,-1
CCOc1ccc(C2CC(=O)N(Nc3ccc([N+](=O)[O-])cc3[N+](=O)[O-])C2=O)cc1 (stereo not drawn),13,4,-22,-15,17,-12,-70,-8,0.0,0.1,3
CC(C)CCNC(=O)CCCc1ccccc1,-21,-5,-8,-5,-61,-17,-4,-3,-0.3,-2.5,8
CCOC(=O)N1CCC(Nc2c(NCCCN3CCN(CC)CC3)c(=O)c2=O)CC1,8,-10,0,9,4,-11,0,-6,0.0,-2.5,-2
O=C(O)C(Cc1c[nH]c2ccccc12)N1C(=O)C2C3c4ccccc4C(c4ccccc43)[C@@H]2C1=O (stereo partly drawn),8,0,14,4,1,-13,-17,12,0.0,-0.1,-2
CSCCC(NC(C)=O)C(=O)OCC(=O)N(c1ccccc1)c1ccccc1 (stereo not drawn),13,7,11,7,7,-9,-48,-5,-0.1,0.6,6
CC(=O)c1c(N2CCN(c3ccccn3)CC2)nc(=S)n(-c2ccccc2)c1C,12,-5,-4,2,6,-41,-27,13,-0.4,0.4,5
CC(C)(C)OC(=O)C[C@@H]1C/C=C\C[C@@H](CC(=O)N[C@@H](CO)Cc2ccccc2)C(=O)N2CCC[C@H]2COC1=O,2,-9,-1,-8,1,2,-1,3,0.3,1.1,.
Cc1sc2nc3c4ccccc4c(NCc4ccco4)nn3c(=O)c2c1C,-320,-25,64*,-79,-264,-102,-70,-6,0.0,3.6,2
COC(=O)c1ccccc1N1C(=O)[C@@H]2C(c3ccc(F)cc3)=NO[C@@H]2C1=O,-12,14,6,-2,16,2,-3,-17,-0.5,-1.7,1
C[C@H](CO)N1C[C@H](C)[C@H](CN(C)Cc2ccccc2)Oc2ncc(Br)cc2C1=O,9,-1,-11,.,12,1,-11,2,0.4,-1.2,.
# Remaining list, next part
SMILES,Peg3 promoter,CF NFkB block,TWEAK-Fn14 inh,MITF TRPM1 inh,HIF-2a block,NR2E3 ag-1,Shn3 3UTR inh,KKLEB cytotox,aDG glyco act,iPSC survival up,NR2E3 ag-2
O=C(CCc1ccncc1)NC1CCCc2c1cnn2-c1cc(F)cc(F)c1 (stereo not drawn),11,-10,11,-1,5,-12,9,0,0.8,-0.4,0
COc1ccc(CN2CCC3CC2c2cc(Cl)ccc23)cc1 (stereo not drawn),7,-2,5,-7,12,-15,11,2,-0.2,2.3,.
Cn1cccc1C(=O)NC1CCCCCC1,-184,-4,-14,-88,-213,-61,-138,4,0.0,0.0,2
CC(OC(=O)CCc1nc2ccccc2c(=O)[nH]1)C(=O)c1ccc(C(C)(C)C)cc1 (stereo not drawn),-22,-12,1,-10,-22,-3,-14,2,0.4,-0.8,0
CN(C(=O)COC(=O)c1cc([N+](=O)[O-])ccc1N1CCOCC1)C1CCCCC1,2,-11,4,.,10,-18,-30,-8,-0.1,-1.0,.
N#Cc1c(SCC(N)=O)nsc1SCc1ccc(Cl)cc1,9,9,8,13,-6,-13,16,1,-0.2,-1.5,-1
CC(=O)c1ccc2c(c1)Cc1cc(C(C)=O)ccc1-2,-226,-41,-18,-91,-220,-87,-61,17,0.6,-1.8,3
CCc1ccc[n+](-c2[nH]c(=O)sc2/C=N/N=C(\[O-])c2ccncc2)c1,-7,17,-3,7,4,-9,-9,-5,0.1,-0.3,-6
CCOC(=O)c1c(C)nn(-c2ccc(NC(=O)c3cccs3)cc2)c1C,19,2,-10,-2,-46,-20,16,-4,0.2,0.1,0
Cc1sc2nc(SC(C)C)nc(N)c2c1C,-25,11,3,-13,-32,-3,0,3,0.0,-1.5,0
CC1CC(C)CN(S(=O)(=O)c2cc3c4c(c2)CCN4C(=O)CC3)C1 (stereo not drawn),9,-31,9,5,12,4,-8,2,0.0,-0.4,-1
O=[N+]([O-])c1ccc(NC(=S)N2CCN(c3ccccn3)CC2)cc1,-3,-21,13,-3,-7,-22,20,18,0.0,-0.7,4
CCN(c1ccc(OC)cc1)S(=O)(=O)c1nnc(NC(=O)C(C)C)s1,1,7,-10,-2,8,-3,5,-1,-0.1,0.7,.
CC(=O)N1N=C(c2ccccc2O)OC1(C)CC(=O)Nc1ccccc1 (stereo not drawn),12,-4,-4,0,18,3,-4,14,-0.1,0.0,0
COC(=O)C1CN(C(=O)C(C)Oc2ccc(C(C)C)cc2)c2ccccc2O1 (stereo not drawn),-4,-6,4,8,20,-4,-1,1,0.1,0.0,3
CCOC(=O)C1C(c2ccccc2)N(C)OC1(O)C(F)(F)F (stereo not drawn),24,6,-7,1,5,-12,3,18,-0.2,1.4,4
CN(C)CCCNC(=O)c1ccc(-c2cc(O)c3ncccc3c2)cc1,-6,-13,-15,-1,-48,-3,45,16,0.7,5.0,.
Nc1n[nH]c(-c2ccc([N+](=O)[O-])cc2[N+](=O)[O-])n1,11,-12,0,26,15,-21,6,13,0.3,1.8,2
O=C(COC(=O)c1ccccc1OC(F)F)Nc1ccc(N2CCCCC2)cc1,-30,4,-22,-3,-30,17,-13,0,0.0,-0.8,-2
COc1ccc(S(=O)(=O)N2Cc3ccccc3CC2C(=O)N2CCOCC2)cc1 (stereo not drawn),-1,17,7,2,3,-11,-23,12,-0.1,-0.3,2
O=c1c2ccccc2oc2cc(Br)ccc12,-140,-45,-18,-25,-138,-2,-27,8,-0.2,-1.0,.
COc1ccc2nc(SCC(=O)Nc3ccc4[nH]c(=O)[nH]c4c3)[nH]c2c1,6,2,9,18,11,-21,-5,5,0.2,-1.9,-2
Cc1ccc(CNC(=O)[C@]2(C)CCC[C@@]3(C)C4CC[C@@]5(C)C[C@]4(CCC32)CC5=O)cc1 (stereo partly drawn),5,17,2,12,9,15,7,4,0.4,0.0,.
O=c1c2c3c(sc2ncn1/N=C/c1ccc([N+](=O)[O-])o1)CCCC3,9,0,64*,82*,2,1,-12,-1,1.9,-1.2,3
CCCCOCCCNC(=O)C1c2ccccc2Oc2ccccc21,10,5,10,7,12,7,2,6,0.0,-0.6,-2

# Part of the list above in order of count of non-hydrogen atoms, low to high:
SMILES,Peg3 promoter,CF NFkB block,TWEAK-Fn14 inh,MITF TRPM1 inh,HIF-2a block,NR2E3 ag-1,Shn3 3UTR inh,KKLEB cytotox,aDG glyco act,iPSC survival up,NR2E3 ag-2
CC1CC(C)CN(S(=O)(=O)c2cc3c4c(c2)CCN4C(=O)CC3)C1 (stereo not drawn),9,-31,9,5,12,4,-8,2,0.0,-0.4,-1
CCOC(=O)c1c(C)nn(-c2ccc(NC(=O)c3cccs3)cc2)c1C,19,2,-10,-2,-46,-20,16,-4,0.2,0.1,0
CN(C(=O)COC(=O)c1cc([N+](=O)[O-])ccc1N1CCOCC1)C1CCCCC1,2,-11,4,.,10,-18,-30,-8,-0.1,-1.0,.

# (more compounds)
SMILES,Peg3 promoter,CF NFkB block,TWEAK-Fn14 inh,MITF TRPM1 inh,HIF-2a block,NR2E3 ag-1,Shn3 3UTR inh,KKLEB cytotox,aDG glyco act,iPSC survival up,NR2E3 ag-2
CCN(CC)S(=O)(=O)c1ccc(N2CC(C(=O)NCCc3c[nH]c4ccccc34)CC2=O)cc1 (stereo not drawn),3,6,3,11,27,15,0,0,0.2,-0.4,.
CC(=O)n1cc(/C=N/NC(=O)c2cccc(O)c2)c2ccccc21,-120,6,-11,-10,-155,-59,2,3,0.0,-0.3,2
COc1cc(OC)c(C(=O)OCC(=O)Nc2ccccc2Cl)cc1OC,1,-16,8,8,13,-15,1,2,0.0,-0.3,2
CSCc1cc(N2CCOCC2)nc(SCc2ccc(Cl)cc2Cl)n1,36,9,-4,12,5,2,7,-12,0.2,0.7,3
Cn1c(-c2sc3cc(C(F)(F)F)cnc3c2-c2ccccc2)n[nH]c1=S,8,18,7,-3,20,-15,-10,-3,0.0,-2.3,-6
c1cc(-c2nnc3sc(C4CCCCC4)nn23)ccn1,6,51*,27,-12,19,3,-3,-16,0.1,9.3,1
COc1ccccc1NS(=O)(=O)c1cc(NC(=O)Cn2cnc3c2c(=O)n(C)c(=O)n3C)ccc1C,-2,10,-20,11,11,-3,-1,8,-0.1,2.2,1
CCOc1cc(/C=N\NC(=O)OC(C)(C)C)ccc1OC(=O)c1ccco1,-4,9,-9,-11,-15,0,7,-1,0.0,-2.8,-1
CN1CCc2c(sc3c2C(=O)NC(c2ccccc2)N3)C1 (stereo not drawn),-12,-14,13,-1,-33,-22,-68,-1,0.0,3.8,1
